# Screening data (PubChem)
# ERa coact inh = ER-alpha (human) coactivator binding inhibition; P03372; TR-FRET ER-alpha LBD / SRC-1 peptide, estradiol-bound; inhibition, % at 25.6 µM; 86,000 tested, 1.7% active; AID 629; in the data active = inhibition above about 50%;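 also: 0% = receptor plus peptide control and 100% = peptide only without receptor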
# IL1B cytotox = toxic to HUVEC cells under IL-1B stimulation; HUVEC cell count loss, Hoechst imaging, IL-1B stimulated; cell count reduction, % at 2 µM; 94,000 tested, 0.41% active;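 active = cell count reduction more than 3 SD above the screen-wide mean, cut at about 70% in these data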;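 also: normalized per plate to untreated control cells as the no-loss baseline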
# VCAM1 TNFa inh = reduces TNF alpha induced VCAM1 expression in HUVEC. AID 802. HUVEC TNFa-induced VCAM-1 immunofluorescence, high-content imaging. inhibition, % at 2 µM. 95,000 tested, 0.48% active;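 active = inhibition above the batch mean plus 3 SD, with images confirmed as a hit by eye, cut at about 37% in these data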;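 also: 0% = TNF-stimulated DMSO wells and 100% = unstimulated control wells; not every result past the cut was called active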
# F-actin modifier = cytoskeleton assembly modification; HUVEC TNFa F-actin phalloidin imaging, high content; inhibition, % at 2 µM; 91,000 tested, 0.18% active;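 active = inhibition above the batch mean plus 3 SD and confirmed as a hit by visual image inspection, cut at about 30% in these data, passing the limit was not always enough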; also: strong numbers were not always called active
# LYP act = activators of human LYP (PTPN22) phosphatase; Q9Y2R2; recombinant LYP, DiFMUP fluorescence; 0 = plate median, 100 = signal doubled; activation, % at 2 µM; 96,000 tested, 0.11% active;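 active = activation at 2 µM above a set limit, the mean plus 5 SD, cut at about 37% in these data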
# FAK inh = inhibitors of human focal adhesion kinase; 97,000 tested, 0.84% active; AID 727; biochemical FAK kinase activity assay; inhibition, %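 (tested at 7 µM)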; in the data active = inhibition above about 19%;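 also: 0% = DMSO and 100% = reference compound high control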
# Target sequence (Q05397 whole entry, looked up): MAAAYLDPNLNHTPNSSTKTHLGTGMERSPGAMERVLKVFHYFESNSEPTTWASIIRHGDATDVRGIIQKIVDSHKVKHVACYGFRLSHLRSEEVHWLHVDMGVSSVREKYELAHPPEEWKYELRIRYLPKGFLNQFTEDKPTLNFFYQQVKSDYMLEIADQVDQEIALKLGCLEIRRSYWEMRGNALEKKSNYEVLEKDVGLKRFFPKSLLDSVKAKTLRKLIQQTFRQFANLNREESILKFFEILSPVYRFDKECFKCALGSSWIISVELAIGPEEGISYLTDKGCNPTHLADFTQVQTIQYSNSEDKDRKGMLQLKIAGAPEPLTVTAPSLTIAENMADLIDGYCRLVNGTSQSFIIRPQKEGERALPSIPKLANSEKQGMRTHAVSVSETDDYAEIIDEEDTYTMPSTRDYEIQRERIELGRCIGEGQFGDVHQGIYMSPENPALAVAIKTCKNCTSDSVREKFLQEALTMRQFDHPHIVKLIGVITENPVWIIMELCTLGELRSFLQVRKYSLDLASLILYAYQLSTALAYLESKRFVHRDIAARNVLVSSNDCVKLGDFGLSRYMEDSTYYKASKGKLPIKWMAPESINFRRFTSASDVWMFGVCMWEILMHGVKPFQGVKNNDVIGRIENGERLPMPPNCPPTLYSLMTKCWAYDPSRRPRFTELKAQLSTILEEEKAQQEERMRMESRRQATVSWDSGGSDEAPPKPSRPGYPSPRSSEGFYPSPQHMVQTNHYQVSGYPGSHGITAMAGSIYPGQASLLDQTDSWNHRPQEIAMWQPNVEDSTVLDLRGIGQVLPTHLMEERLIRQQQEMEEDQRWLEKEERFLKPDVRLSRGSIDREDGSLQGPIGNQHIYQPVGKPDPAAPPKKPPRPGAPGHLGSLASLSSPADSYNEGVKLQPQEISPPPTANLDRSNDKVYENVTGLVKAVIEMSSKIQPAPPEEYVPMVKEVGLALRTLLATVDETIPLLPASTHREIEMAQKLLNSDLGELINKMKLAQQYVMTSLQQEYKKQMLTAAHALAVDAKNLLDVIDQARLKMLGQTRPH
# PTK2B oligo ant = Pyk2 (human) oligomerization antagonism; Q293 cells, Pyk2 FERM NanoBiT luminescence; active compounds read low; z-score (the deposit names both 25 µM and 10 µM); AID 1347419; Q14289; 99,000 tested, 0.83% active;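 active = Z-score of -3 or lower, scaled per plate to the spread of control and sample wells; inactive = z-score above -3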;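 also: negative z-score means lost luminescence so less FERM oligomerization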
# TNFa cytotox = HUVEC cytotoxicity counter-screen, TNF alpha stimulated; cell count reduction, % at 2 µM; 93,000 tested, 0.17% active; AID 848; HUVEC TNFalpha-stimulated, Hoechst cell count, imaging;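 active = cell count reduction exceeding the screen mean by over 5 SD, scaled to untreated wells per plate, cut at about 78% in these data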;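 also: cells counted after 24 h of TNF alpha exposure following the 1 h pretreatment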
# PTPN22 inh 2 = LYP (human) phosphatase inhibition; recombinant LYP catalytic domain, DiFMUP fluorescence; Q9Y2R2; 96,000 tested, 0.21% active; inhibition, % at 2 µM;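 active = inhibition at 2 µM at or above a set limit, the screen mean plus 3 SD, cut at about 24% in these data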;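 also: 0% = DMSO with enzyme and 100% = enzyme fully blocked by orthovanadate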
# * = called active by the depositor; · = not tested or not shown; [ ] = another dose, or the depositor's remark.
smiles	TNFa cytotox	F-actin modifier	VCAM1 TNFa inh	PTK2B oligo ant	IL1B cytotox	PTPN22 inh 2	ERa coact inh	LYP act	FAK inh
Cc1ccccc1NC(=O)C1CCCN1C(=O)NC1CCCCC1 (configuration not stated)	-29	-4	8	0.91	-90	7	3[fluorescence artefact?]	-7	-1
COc1ccc(S(=O)(=O)N2CCN(c3ccc(C)cc3C)CC2)cc1OC	-9	6	4	·	-20	3	-6	-4	1
Cc1cc2c(c(=O)n1Cc1cccnc1)C(c1ccccc1)C(C#N)=C(N)O2 (configuration not stated)	22	-15	4	-0.36	·	0	-6	-4	5
Cc1cn(C(=O)c2ccccc2)c(=S)n1-c1ccc(Cl)cc1	-24	-13	18	-2	-2	-11	-6	8	1
Cn1c2ccccc2c2cc(C(=O)N3CCOCC3)sc21	0	-21	19	0.21	5	-12	·	15	-3
O=C(c1ccccc1)C(Sc1ncn[nH]1)c1ccccc1 (configuration not stated)	·	22	-6	-0.16	-5	-4	·	2	-6
Cc1ccc(N2C(=O)CCSC23C(=O)Nc2ccccc23)cc1 (configuration not stated)	-30	-14	-8	-0.2	13	8	·	-6	0
COc1ccc(-c2nc(-c3ccc(NC(=O)c4ccncc4)cc3)no2)cc1OC	-44	-14	18	·	-10	-8	·	6	-2
O=C(Nc1cccc(C(F)(F)F)c1)C1CCCN1S(=O)(=O)c1cccc2cccnc12 (configuration not stated)	-40	36	18	-1.4	1	-5	-7	5	-9
CCOc1ccc(NC(=O)N2CCN(CC)CC2)cc1	-5	-6	-7	0.33	-8	-6	-50	6	-1
COCCNC(=O)CSCc1nc(-c2ccc(SC)cc2)oc1C	-43	·	12	2.6	-76	4	·	-5	3
O=C(NC1CCCC1)C1CCCN(S(=O)(=O)c2cnc[nH]2)C1 (configuration not stated)	-26	2	26	·	16	-30	-3	28	1
Cc1ccc2c(c1)[nH]c1c(=O)n(CCN3CCNCC3)cnc12	-30	-16	11	-0.46	-23	7	6	-7	-2
Cn1nc(-c2ccc(Cl)cc2)c2cc(C(=O)N3CCCC3)sc21	-30	6	17	·	4	12	14[fluorescence artefact?]	-13	-5
O=C1CC(N2CCN(S(=O)(=O)c3cccc(C(F)(F)F)c3)CC2)C(=O)N1Cc1ccccc1 (configuration not stated)	-8	-2	6	1.3	0	0	-10[fluorescence artefact?]	-2	-1
COC(=O)CN(c1ccc(F)cc1)S(=O)(=O)c1ccc2c(c1)OCCO2	2	96*	29	-0.31	-5	4	-1	-5	3
N#Cc1ccc(-c2ccc(F)cc2)nc1SCC(=O)Nc1sc2c(c1C#N)CCC2	9	0	21	-1.7	-10	3	·	0	-23
COc1ccc(Nc2c3c(c(C#N)c4nc5ccccc5n24)CCC3)cc1	7	-37	11	-1.1	-38	-11	·	14	2
COc1ccc(C(=O)c2ccccc2)cc1Br	-10	-13	-2	-1.1	-11	-3	·	6	1
CCCc1nn2c(=O)c(C(c3cccc(Cl)c3)c3c(O)nc4sc(CCC)nn4c3=O)c(O)nc2s1	-12	14	-3	-1.2	20	9	·	-7	6
CCCN1C2=C(C(=O)CCC2)C(c2ccc(F)cc2)C2=C1c1ccccc1C2=O (configuration not stated)	-6	6	-22	·	-4	-2	-30	4	1
Cc1ccc2nc(NC(=O)c3ccco3)sc2c1	10	-18	5	-1.5	9	-2	-5	1	3
CC1=C(C)CC(C(=O)N2CCN(Cc3ccccc3)CC2)C(C(=O)O)C1 (configuration not stated)	0	-1	3	0.74	-18	-4	-7[fluorescence artefact?]	3	-3
Cc1ccccc1S(=O)(=O)Cc1ccc(C(=O)NCc2cccnc2)o1	6	-3	-6	-0.28	8	-2	-7	0	-1
COc1cccc(C(=O)CSc2nnc(CNS(C)(=O)=O)n2-c2ccc(C)cc2)c1	0	-3	24	1.2	14	-4	-1	3	-2
O=C(CN1CCN(c2ccccn2)CC1)Nc1ccc(Oc2ccccc2)cc1	-15	-2	3	-0.2	6	-1	-2	2	-3
CCOC(=O)c1cc(-c2nnc(-c3cc(OC)c(OC)c(OC)c3)o2)c(C)nc1C	1	-4	13	0.08	-44	-9	·	1	1
COC(=O)c1ccc(NC(=O)N2CCOCC2)cc1	32	-11	2	0.99	-53	-6	23	4	2
COc1ccc(N(CC(O)CN2C(=O)NC(C)(C)C2=O)S(=O)(=O)c2ccccc2)cc1 (configuration not stated)	-11	16	-17	0.29	18	4	4[fluorescence artefact?]	-5	-1
COc1ccc(-c2nnn(CC(=O)N(C3CCCC3)C(C)C(=O)NC3CCCC3)n2)cc1OC (configuration not stated)	-12	1	10	0.34	-6	-12	-4	10	-2

# Structures above printed as active in F-actin modifier.
SMILES,F-actin modifier,VCAM1 TNFa inh,PTK2B oligo ant,PTPN22 inh 2,ERa coact inh,LYP act,FAK inh
COC(=O)CN(c1ccc(F)cc1)S(=O)(=O)c1ccc2c(c1)OCCO2,96*,29,-0.31,4,-1,-5,3

# 2 consecutive entries out of the list so far, for reference:
smiles	TNFa cytotox	F-actin modifier	VCAM1 TNFa inh	PTK2B oligo ant	IL1B cytotox	PTPN22 inh 2	ERa coact inh	LYP act	FAK inh
Cc1cc2c(c(=O)n1Cc1cccnc1)C(c1ccccc1)C(C#N)=C(N)O2 (configuration not stated)	22	-15	4	-0.36	·	0	-6	-4	5
Cc1cn(C(=O)c2ccccc2)c(=S)n1-c1ccc(Cl)cc1	-24	-13	18	-2	-2	-11	-6	8	1

# More structures
smiles	TNFa cytotox	F-actin modifier	VCAM1 TNFa inh	PTK2B oligo ant	IL1B cytotox	PTPN22 inh 2	ERa coact inh	LYP act	FAK inh
Cc1cc(N2CCOCC2)nc(NCc2ccccc2)n1	-41	6	9	-0.83	-13	1	-3[fluorescence artefact?]	0	-1
O=C(Nc1ccccc1N1CCCCC1)c1cccc(F)c1	-4	-1	5	-0.98	5	-10	1	8	3
Cn1c(=O)c2c(ncn2CC(=O)Nc2nc3ccc(F)cc3s2)n(C)c1=O	-12	0	2	0.82	-6	2	·	-4	3
COc1ccc(-n2c(COc3ccc(C)cc3)nnc2SCc2ccc(C#N)cc2)cc1	-9	2	12	-1	-11	14	-1	-11	-1
CSc1nc2sc3c(c2c2nnnn12)CC(C)(C)OC3	-29	19	29	·	-8	-24	2	25	-2
Cc1nn(CC(N)=O)c(=O)c2ccccc12	-12	-24	-4	0.19	-14	1	-7	-1	-6
COc1ccc(OC(=O)c2ccncc2)cc1	-20	·	6	-0.67	-22	1	-6	-4	-1
CS(=O)(=O)c1cnc2c(-c3ccc(F)cc3)cnn2c1N	-12	-1	15	1.6	-4	-4	·	7	5
COc1ccccc1NC(=O)CN1CCN(C(=O)c2ccco2)CC1	-1	-5	5	-0.75	-17	-38	4	37*	-1
CC(=O)N1CCN(C(=S)c2ccc([N+](=O)[O-])cc2)CC1	-14	-22	10	-0.29	-12	7	·	-2	0
O=C(CSc1ccccc1C(=O)O)NC1CCCCCCC1	-6	-24	-4	0.16	-70	3	-1	-1	1
CCC(C)NC(=O)C1CCN(c2nc(OC)nc(OC)n2)CC1 (configuration not stated)	0	7	10	1.4	4	-2	-10[fluorescence artefact?]	-1	1
Cc1ccc(C(=O)OC2CCS(=O)(=O)c3sccc32)cc1 (configuration not stated)	-6	-3	-12	1.1	-8	7	-10	-3	2
COc1ccc(NC2=NCCC(=O)N2Cc2cccs2)cc1	1	14	18	1	1	7	-5	-6	-2
Nc1nonc1C(=Nc1ccc(Br)cc1)NO	-1	-1	-8	-0.23	-6	6	-4	-5	1
Cc1nc2nc(C)c(CCC(=O)N3CCOCC3)c(C)n2n1	-32	-5	9	0.19	4	-6	·	7	-1
O=C(CSc1nc(-c2ccco2)cc(C(F)(F)F)n1)N1CCN(c2ccc(Cl)cc2)CC1	-6	-8	-6	0.31	18	11	-16	-11	2
Cc1nc(NC(=S)NC(=O)c2ccccc2)sc1C(=O)N(C)C	-14	20	-2	2	-12	6	·	-3	-2
Cc1ccc(CC(=O)Nc2nncs2)cc1	-4	-2	29	1.2	-15	4	-6	0	-12
COc1cccc(/C(O)=C2/C(=O)C(=O)N(CCN3CCOCC3)C2c2cccs2)c1 (configuration not stated)	7	0	2	-0.49	-21	5	-9	0	3
COc1cc(S(=O)(=O)NCC2CCCO2)ccc1Br (configuration not stated)	-10	10	-4	-0.25	2	-9	-4	8	-2
Cc1cc(C)c(NC(=O)CSc2nc(COc3ccccc3)nc3ccccc23)c(C)c1	-23	-7	4	-0.48	-22	4	·	-4	-129
CC(=O)c1cc2c(cc1NC(=O)CN1CCN(c3ccc(F)cc3)CC1)OCO2	-5	-12	-1	-1.2	-3	1	-6	0	-1
COc1cc(/C=C/C(=O)N2CCN(CC(O)COc3ccccc3)CC2)cc(OC)c1OC (configuration not stated)	-23	33	2	0.13	-17	8	·	-3	1
Cc1ccc(SCC2(O)CCN(S(=O)(=O)c3ccc(Cl)cc3)CC2)cc1	-26	4	16	-2.2	0	7	·	-6	-10
CCOC(=O)Cc1csc2nc3sc(C)c(C)c3c(=O)n12	-8	-7	-7	-0.02	31	-1	1	1	-2
COCCN1C(=O)C(CC(=O)Nc2ccccc2)SC1=Nc1ccc(OC)cc1 (configuration not stated)	-8	14	-8	-0.93	-52	10	2	-8	-2
Cc1cc(C)nc(N2CCCC(C(=O)Nc3ccc4c(c3)OCCO4)C2)n1 (configuration not stated)	-33	8	-14	0.65	-33	4	-5[fluorescence artefact?]	-5	-1
CC1=N/C(=C\c2ccc([N+](=O)[O-])cc2)C(=O)N1c1ccc(Cl)cc1	-10	4	13	-0.51	2	12	·	-8	-1
CCOc1ccc(-c2nc(C#N)c(NC3CC3)o2)cc1	5	-3	2	0.07	47	-1	·	2	10
COC(=O)COc1ccc(S(=O)(=O)NCC2CCCO2)cc1Cl (configuration not stated)	-5	5	-17	0.54	25	-3	-2	1	2
Cc1ccccc1CSc1nnc(-c2cccnc2)n1N	-10	-14	11	0.14	0	6	3	-8	1
CCCCN(C(=O)Cn1nnc2ccccc21)C(C(=O)NCc1ccco1)c1ccncc1 (configuration not stated)	-23	17	-14	1.7	-12	3	-3	-4	-1
Nc1nc(CN2CCN(c3ccccc3F)CC2)nc(Nc2ccccc2)n1	-17	18	34	0.35	11	-6	-6	5	1
CCOC(=O)CSc1nnc(CNC(=O)c2ccco2)n1C	10	-32	16	-0.5	-14	-12	-8	10	-2
O=S(=O)(NCCCCCNS(=O)(=O)c1ccc(F)cc1)c1ccc(F)cc1	-6	-10	10	0.66	-8	-7	-12	6	2
Oc1ccc(Cl)cc1-c1cc(-c2cccc(Br)c2)n[nH]1	·	-18	14	-0.64	2	-5	-11	7	1
C=C(C)Cn1c(CCCNC(=O)CC)nc2ccccc21	4	-13	1	0.22	-46	6	·	-4	1
Cc1n[nH]c(C)c1N1C(=O)c2cccc3c(N4CCCCCC4)ccc(c23)C1=O	-16	-6	-10	0.01	-7	4	-8[fluorescence artefact?]	-4	-2
C=CCN1C(=O)C(C(C)CC)NC1=S (configuration not stated)	-12	15	-14	0.17	-3	0	·	3	-3
CCOC(=O)Cc1nnc(NC(=O)C(CC)Sc2nnc3c4ccccc4n(C)c3n2)s1 (configuration not stated)	-17	11	6	-0.46	-60	7	7	-5	-4
CCCn1nnnc1SCC(=O)Nc1nnc(CC)s1	-7	12	14	-0.43	18	-6	-2	6	-1
COc1cc(C(c2c(C)[nH][nH]c2=O)c2c(C)[nH][nH]c2=O)ccc1OS(=O)(=O)c1ccc(C)cc1	-5	-2	-2	1.2	-2	9	8	-7	-2
N#Cc1c(/N=C/c2ccco2)sc2c1CCCCC2	-23	-4	16	0.17	-10	-4	-11	2	6
COC(=O)C(C)N(C#N)c1nc(C)nc(C)n1 (configuration not stated)	-1	-13	3	0.42	6	-6	3	4	1
CCOC(=O)Cc1cc(=O)n2[nH]c(C)cc2n1	-13	-4	8	-1.4	2	3	18[fluorescence artefact?]	-4	0
